Bioassay records (PubChem)
GPR55 antagonists – inhibition of LPI-stimulated GPR55 beta-arrestin translocation – imaging, U2OS, beta-arrestin-GFP, LPI agonist, primary screen (AID 2013) | U2OS GPR55 beta-arrestin-GFP translocation imaging, LPI antagonism; higher % means a stronger effect | inhibition, % at 10 µM, or IC50 in µM where a hit was titrated | actives 0.13% (n = 290,000);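 active means spots per cell inhibited over 60%, with over 100 cells counted and total cytoplasm intensity under 500,000; inconclusive means wells with under 100 cells, flagged as likely toxic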;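 further: U2OS cells stably carrying GPR55 and arrestin-GFP stimulated by 5 µM LPI near EC80; imaged beta-arrestin-GFP aggregate spots per cell after agonist stimulation; plate controls were LPI-stimulated DMSO wells for no effect and DMSO wells without LPI for full effect; some results filed as inactive read as strong as hits; confirmed hits need IC50 under 10 µM and bright autofluorescent wells are also inconclusive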
KOR beta-arrestin-1 – KOR antagonists, beta-arrestin recruitment, cell-based, luminescence, uHTS (AID 1778); KOR beta-arrestin recruitment, luminescence, antagonist mode; higher % means a stronger effect; inhibition, % at 10 µM, or IC50 in µM where a hit was titrated; actives 0.091% (n = 290,000); further: strong numbers were not always called active
T cell HTS – T cell immune modulation candidate; actives 0.068% (n = 330,000); 2C CD8+ T cell-vesicle binding, flow cytometry; active compounds read low; calls only at 7 µM; AID 2052;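 active means response, share of CD8 T cells binding vesicles, and their 90th percentile fluorescence all below set limits, cut at about 80% in these data, passing the limit was not always enough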
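Read-out – percent CD8+ FL2 mean versus row control · System – murine 2C transgenic CD8+ T lymphocytes · Times – 1.5 h cell–vesicle binding at 37 °C, then 20 min icy labelling · Control set – naked vesicles low, QL9 vesicles with vehicle high · Detection – cytometric PE anti-B7-1 and Alexa647 anti-CD8 signals after 1% paraformaldehyde fixation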
NOD1 NF-kB reporter – NOD1 signaling inhibitors, primary screen, cell-based, luminescence, uHTS (AID 1578) | NOD1-driven NF-kB luciferase reporter cells, luminescence; higher % means a stronger effect | one-dose inhibition, % at 4 µM; EC50 in µM for titrated hits | actives 1% (n = 290,000); in the data active means inhibition mostly above about 36%, no sharp cut-off; inactive means mostly below about 34%;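 further: HEK-293T reporter cells stimulated with the NOD1 agonist gamma-tri-DAP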
Myeloid diff MLP – myeloid differentiation induction. ER-HoxA9 myeloid progenitors, lysozyme-GFP differentiation, flow cytometry. actives 1% (n = 360,000). calls only at 10 µM. AID 624256;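 active means normalized GFP-positive differentiation at or above the plate's own cutoff, the solvent-only control mean plus 3 SD; inconclusive means no clear call, values can overlap the other calls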;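 further: cells exposed to compound for four days before flow analysis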
GPR55 activation – selective activators of receptor GPR55 – imaging, U2OS cells, beta-arrestin-GFP redistribution, primary screen (AID 1961). actives 0.048% (n = 290,000). one-dose activation, % at 10 µM; EC50 in µM for titrated hits. U2OS GPR55 beta-arrestin-GFP redistribution imaging; higher % means a stronger effect;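 active means activation above 40% with more than 50 cells counted in the well; inconclusive means wells holding fewer than 50 cells, flagged as toxic or sparse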;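 further: U2OS osteosarcoma cells stably expressing GPR55 and beta-arrestin-GFP; plate controls were DMSO negative control for no effect and LPI positive control for full effect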
NOD2 inhibition – NOD2 signaling inhibitors, cell-based, luminescence, uHTS, HEK293 (AID 1566); actives 0.63% (n = 290,000); HEK293 NOD2/NF-kB luciferase reporter, luminescence; higher % means a stronger effect; inhibition, % at 4 µM; hits with a dose series show EC50 in µM; further: many of its hits are not listed in these tables
KOR beta-arrestin-2 – KOR agonists, beta-arrestin recruitment, primary screen, cell-based, luminescence, uHTS (AID 1777); KOR beta-arrestin recruitment, luminescence; higher % means a stronger effect; actives 0.02% (n = 280,000); activation, % at 10 µM, or EC50 in µM where a hit was titrated; in the data active means activation above about 50%, passing the limit was not always enough; further: a part of the inactive calls stands beside numbers as strong as those of hits
NTR1 ag – NTR1-driven beta-arrestin-GFP spot formation – imaging, U2OS cells, high content, primary screen (AID 493036) | actives 0.17% (n = 330,000) | P30989 | agonist mode | activation, % at 20 µM;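 active means activation at or above 40% of the spot to cytoplasm intensity ratio, with at least 20 cells analyzed; inconclusive means wells under 20 cells, flagged as cytotoxic or low count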;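 further: 0% = DMSO without peptide and 100% = 100 nM NTR1 peptide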
Target sequence (P30989 whole entry, looked up): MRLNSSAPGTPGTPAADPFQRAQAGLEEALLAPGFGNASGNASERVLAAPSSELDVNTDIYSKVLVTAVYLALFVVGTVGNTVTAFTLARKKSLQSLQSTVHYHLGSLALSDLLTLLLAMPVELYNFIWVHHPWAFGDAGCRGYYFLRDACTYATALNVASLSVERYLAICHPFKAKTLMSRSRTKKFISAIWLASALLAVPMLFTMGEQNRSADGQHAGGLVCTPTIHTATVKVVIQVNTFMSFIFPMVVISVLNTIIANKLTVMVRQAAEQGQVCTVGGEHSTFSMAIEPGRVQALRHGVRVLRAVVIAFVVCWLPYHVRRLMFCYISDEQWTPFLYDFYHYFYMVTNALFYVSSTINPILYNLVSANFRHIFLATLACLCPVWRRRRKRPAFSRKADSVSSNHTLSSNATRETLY
T cell HTS vesicle-bound % – further read-out of T cell HTS, marked with its call; double positive events, %; measured here: CD8+ vesicle-bound cell fraction;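 binding gate set so that unloaded-vesicle control wells show 10% double positive cells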
NTR1 ag cell count 20 µM – recorded beside NTR1 ag, whose call it bears; cell count; measured here: cell count, cytotoxicity flag
Myeloid diff MLP GFP+ MAC1+ % – recorded beside Myeloid diff MLP, whose call it bears; GFP+ MAC1+ double positive, %; measured here: differentiation confirmed by MAC1 staining
The depositor's hits bear a star; i = inactive; ? = inconclusive; / = not tested or not shown; + = active, no number; [ ] = remark or other dose. Unless noted, no stated cut-off is given here; in the data, active means inhibition above about 50%; inactive means the rest.

Structure,GPR55 antagonists,KOR beta-arrestin-1,T cell HTS,T cell HTS vesicle-bound %,NOD1 NF-kB reporter,Myeloid diff MLP,Myeloid diff MLP GFP+ MAC1+ %,GPR55 activation,NOD2 inhibition,KOR beta-arrestin-2,NTR1 ag,NTR1 ag cell count 20 µM
COCCNc1nc(-c2cc(C)n(CCc3ccc(OC)cc3)c2C)cs1,9%,0%,i,25,-22%,i,1.4,-0.4%,-1%,0.0%,0.0,40
CC1CCN(S(=O)(=O)c2cc([N+](=O)[O-])ccc2Cl)CC1,11%,-36%,i,55,32%,i,0.3,0.2%,0%,1.3%,-0.7,94
COc1ccc(N(CC(=O)NCc2ccccc2OC)S(=O)(=O)c2c(C)nn(C)c2C)cc1,2%,8%,i,23,-12%,i,8.4,0.3%,12%,1.6%,-3.4,55
Cc1ccc(C)c(N(CC(=O)NCc2ccc3c(c2)OCO3)C(=O)CCC(=O)Nc2ccccn2)c1,4%,-10%,i,54,-6%,i,1.5,-0.2%,0%,16%,0.0,49
Cc1cc(C)c(-c2csc(NC(=O)c3n[nH]c(=O)c4ccccc34)n2)c(C)c1,2%,-11%,i,32,18%,i,0.7,0.1%,-17%,-0.5%,2.4,42
CCN(CC(=O)N1CCCC1)S(=O)(=O)c1ccccc1,12%,-52%[20 µM],i,53,-26%,i,0.5,-0.1%,1%,-7.0%,-0.4,70
Cc1ccc(-c2cc(=O)c3ccc(F)cc3[nH]2)cc1,3%,-13%,i,37,-2%,i,0.9,0.2%,13%,-6.5%,4.0,83
O=C(O)Cc1ccc(-n2cccc2)cc1,-1%,-1%,i,29,-8%,i,0.1,-0.3%,-5%,-3.5%,0.8,86
O=[N+]([O-])c1ccc(-c2ccc(/C=N/Nc3nc(N4CCCC4)nc(N4CCCC4)n3)o2)cc1,6%,-41%,i,54,-27%,+,0.8*,-0.5%,-56%,2.7%,12,42
CCOC(=O)c1c(C)[nH]c(C)c1C(=O)CN1C(=O)NC(CC(C)C)C1=O (stereo unspecified),-1%,14%,i,17,-15%,i,0.3,-0.3%,3%,1.8%,-0.2,50
CN(C(=O)c1ccco1)c1nc(-c2ccc(F)cc2)cs1,-2%,-20%[20 µM],i,64,10%,i,0.6,-0.2%,-87%,1.1%,1.8,61
CCCN1Cc2cccc(C(=O)NC(CC(=O)OCC)c3ccc(C)cc3)c2C1=O (stereo unspecified),11%,0%,i,50,-10%,i,0.2,-0.6%,12%,-3.7%,2.0,88
COc1cc(Br)c(C2C(C#N)=C(N)Oc3n[nH]c(-c4cccnc4)c32)cc1OC (stereo unspecified),2%,-38%,i,3,-35%,i,0.3,0.4%,12%,0.2%,1.0,32
CCCC(C)C(=O)Nc1nc(C)c(-c2csc(Nc3ccc(Cl)cc3)n2)s1 (stereo unspecified),-7%,-9%,i,22,12%,?,/,-0.1%,-1%,1.4%,1.1,37
Cc1ccc(OCc2ccc(C(=O)Nc3nc4ccccc4n3Cc3ccccc3)o2)c([N+](=O)[O-])c1,-3%,-7%,i,53,0%,i,0.9,0.3%,19%,-0.7%,7.2,54
O=C(O)CCC(=O)Nc1sc2c(c1C(=O)NC1CCCC1)CCCC2,18%,-5%,i,16,-15%,i,0.8,0.0%,6%,-1.2%,1.4,53
C=CCn1cccc(C(=O)Nc2ccc(OC)cc2)c1=O,5%,3%,i,38,-28%,i,0.4,0.1%,-22%,-5.6%,1.7,53
COc1ccc(/C=C(/NC(=O)c2ccccc2)C(=O)NCC2CCCO2)cc1 (stereo unspecified),-3%,3%,i,38,-9%,i,1.7,-0.1%,-1%,1.5%,0.6,46
COc1cc2c(cc1NC(=O)c1cc(-c3ccncc3)nc3ccccc13)oc1ccccc12,-2%,43%,i,42,-12%,i,0.3,0.2%,9%,2.4%,9.3,41
O=C(CN1CCC(C(=O)O)CC1)Nc1ccccc1Oc1ccccc1,3%,-5%,i,26,8%,i,1.1,0.2%,14%,-2.3%,0.3,41
CCCCN(C)C/C(O)=C(\C#N)c1nc(-c2ccccc2)cs1,-5%,38%,i,45,-12%,i,1.2,-0.1%,-12%,-4.8%,-0.7,92
N#Cc1cn(Cc2ccccc2)c(=O)[nH]c1=O,-9%,-53%[20 µM],i,47,8%,i,0.1,0.5%,-26%,0.0%,1.8,39
CCOc1ccc(CC(=O)C2=C(N3CCOCC3)CC(C)(C)CC2=O)cc1OCC,-17%,-3%,i,35,-23%,i,0.7,0.7%,4%,-3.3%,1.8,48
COc1ccc(/C(O)=C2/C(=O)C(=O)N(CCCN3CCOCC3)C2c2ccc(OC)cc2)cc1 (stereo unspecified),-3%,-4%[20 µM],i,26,-33%,i,1.2,-0.2%,-1%,0.8%,0.2,63
N=C1/C(=C/c2ccc(OC(=O)c3ccco3)cc2)C(=O)N=C2SC=CN12,0%,-3%,i,59,-44%,i,0.5,-0.1%,-9%,-5.0%,-0.5,60
Cc1ccccc1C(=O)Nc1cccc(NC(=O)c2ncn[nH]2)c1,6%,6%[20 µM],i,57,31%,i,0.4,0.0%,4%,-0.8%,0.2,103
CS(=O)(=O)N(CC(=O)NCc1ccc2c(c1)OCO2)c1ccccc1,14%,20%,i,56,-20%,i,0.3,-0.4%,2%,-5.6%,-2.8,84
O=C(CSc1ncn[nH]1)NCCc1ccccc1,4%,6%,i,40,0%,i,0.8,-0.1%,-5%,-5.4%,7.3,85
O=C(Nc1ccccc1C(F)(F)F)C1CCCC1,-2%,-33%[20 µM],i,35,-31%,i,0.5,0.1%,0%,-1.8%,-1.3,68
C[C@@H]1O[C@@H](Oc2c(-c3cc(O)c(O)c(O)c3)oc3cc(O)cc(O)c3c2=O)[C@H](O)[C@H](O)[C@H]1O,-12%,-6%,i,24,-22%,i,1.0,0.7%,4%,0.1%,-0.8,106
CC(=O)N1c2ccccc2Nc2ccccc21,12%,-2%,i,47,-17%,i,0.3,1.8%,9%,-2.3%,0.3,51
O=c1[nH]c2ccccc2c2ccccc12,3%,-30%,i,57,-50%,i,0.3,0.2%,3%,1.5%,-1.5,72
COc1cccc(/C=N/Nc2nn3cnnc3c3ccccc23)c1,13%,-14%,i,57,-38%,i,0.4,-0.1%,0%,0.4%,-0.1,53
O=C1NC(=Nc2ccc(F)cc2)CS1,8%,20%,i,23,-23%,i,0.1,0.3%,12%,-2.0%,0.1,73
C=CCOc1c(CNn2nnnc2N)cccc1OC,-1%,-58%,i,61,14%,i,1.2,-0.2%,11%,6.5%,0.4,48
Cc1ccc(N(C)S(=O)(=O)c2cccc(C(=O)Nc3nc4ccccc4[nH]3)c2)cc1,-24%,-18%,i,37,39%,i,0.4,0.6%,-12%,3.9%,-0.1,77
FC(F)Oc1ccc(NC(=S)NCc2nc3ccccc3[nH]2)cc1,4%,-35%,i,52,-46%,i,0.6,-0.2%,-5%,-0.5%,0.8,53
Cc1ccc(C2=CSC3=NS(=O)(=O)CCN23)cc1,-12%,-11%,i,36,-32%,i,0.6,0.0%,3%,1.0%,0.8,46
COc1ccc(S(=O)(=O)N2CCSC2c2ccc(OC)c(OC)c2)cc1 (stereo unspecified),-12%,-21%,i,23,3%,i,0.5,-0.2%,1%,2.8%,-0.9,75
Cc1ccc(SCc2cc(=O)n3[nH]cnc3n2)cc1,-5%,-6%,i,30,-13%,i,0.9,-0.3%,12%,6.9%,-1.6,37
COc1ccc(CCNC(=O)COc2cc(C)cc3oc(=O)cc(C)c23)cc1OC,-15%,19%,i,19,-18%,i,1.8,-0.1%,14%,-0.7%,0.2,47
O=C(Nc1cccc(Br)c1)c1ccc(OC2CSC2)cc1,3%,10%,i,8,-30%,/,/,0.6%,-32%,-0.2%,3.7,37
COc1cc2c(cc1O)[C@H](Cc1ccc(Oc3cc(C[C@@H]4NCCc5cc(OC)c(O)cc54)ccc3O)cc1)NCC2,17%,17%,i,5,-34%,/,/,0.1%,6%,-2.6%,10,54
CCOc1ccc(CCNC(=O)COC(=O)c2ccc(C)c([N+](=O)[O-])c2)cc1OCC,3%,8%,i,35,-14%,i,0.9,0.6%,-5%,3.3%,1.7,55
COc1ccc(CCn2c(NCCCN3CCOCC3)nc3c2c(=O)[nH]c(=O)n3C)cc1,4%,-3%,i,32,-33%,i,0.6,-0.1%,-6%,-3.5%,2.5,52
Cc1nc(NCC2CC2)c2nnn(Cc3ccccc3)c2n1,7%,11%,i,7,-38%,i,0.8,0.7%,-12%,-1.8%,1.3,51
CC(C)CCNC(=O)CN(C(=O)Cn1nnc(-c2ccc(F)cc2)n1)C1CCCC1,1%,-28%,i,12,-14%,i,8.0,-0.3%,-13%,-7.2%,0.9,55
Cc1ccccc1CS(=O)(=O)Cc1ccc(C(=O)NCCCN2CCCC2=O)o1,12%,24%,i,8,21%,i,0.6,-0.1%,10%,-1.0%,-0.6,63
Cc1cnc(NC(=O)C(C)N2CCN(C)CC2)s1 (stereo unspecified),2%,16%,i,24,-16%,i,0.2,0.2%,20%,-0.3%,0.1,27
Cc1ccc(OCC(=O)OCc2c(C)noc2C)cc1C,3%,14%,i,26,-2%,i,1.1,0.3%,1%,-5.2%,-6.0,90
Cc1cccc(/C=N/NC(=O)c2ccc(NC(=O)c3ccc(F)cc3)cc2)n1,3%,-20%,i,26,-20%,i,0.3,0.1%,12%,-2.5%,2.5,54

Record cards, as listed above. Values in the order: GPR55 antagonists | KOR beta-arrestin-1 | T cell HTS | T cell HTS vesicle-bound % | NOD1 NF-kB reporter | Myeloid diff MLP | Myeloid diff MLP GFP+ MAC1+ % | GPR55 activation | NOD2 inhibition | KOR beta-arrestin-2 | NTR1 ag | NTR1 ag cell count 20 µM
Cc1cccc(/C=N/NC(=O)c2ccc(NC(=O)c3ccc(F)cc3)cc2)n1 is entered as 3% | -20% | i | 26 | -20% | i | 0.3 | 0.1% | 12% | -2.5% | 2.5 | 54
Cc1cnc(NC(=O)C(C)N2CCN(C)CC2)s1 (stereo unspecified) is entered as 2% | 16% | i | 24 | -16% | i | 0.2 | 0.2% | 20% | -0.3% | 0.1 | 27

This is a subset, so the mix of outcomes need not match the whole.
